CHO-K1 Ca ag: counter-screen for M1 agonists: effect in parental CHO-K1 cells; Fluo-8 calcium fluorescence; scaled to maximal ATP response, vehicle zero; activation, % at 3 µM; 0.48% of 360,000 active; AID 602248, 2012; in the data active = activation above about 15%;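 also: untransfected CHO-K1 host cells lacking M1 receptor as counterscreen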
M1 PAM parental: nonselective calcium activators in parental CHO-K1 cells, primary screen, counter-screen for M1 PAM project, cell-based, Fluo-8 calcium fluorescence, full deck, 1536-well; ATP EC20; 0% at ATP EC20, 100% at ATP max; activation, % at 3 µM; 0.02% of 360,000 active; AID 602247, 2012;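 active = activation above the run cutoff, the mean activation of all test compounds plus 3 SD, cut at about 40% in these data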;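 also: peak over basal fluorescence ratio in a 140 s read after ATP addition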
CHO parental Ca: ATP-evoked calcium signal inhibitors, parental CHO, primary screen, counter-screen for OX1R antagonist project, cell-based, fluorescence, Fluo-8 calcium dye; parental CHO-K1, ATP-induced calcium, Fluo-8 fluorescence; inhibition, % at 5.6 µM; 0.63% of 330,000 active;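 active = inhibition above that plate's mean sample inhibition plus 3 SD, cut at about 26% in these data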;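 also: 0% = ATP-challenged DMSO wells and 100% = DMSO wells without ATP; some compounds past the cut are filed as inactive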
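Material: Parental CHO cells | Reagent: ATP | Compound dosing: Single nominal dose of 5.6 µM per compound | Detection: Intracellular calcium via Fluo-8 no-wash fluorescent dye | Read-out: % inhibition of ATP-induced calcium mobilization | Benchmarks: Low control ATP plus DMSO, high control DMSO only | Replicates: Singlicate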
CHO-K1 Ca antag: counter-screen for M1 antagonists: effect in parental CHO-K1 cells | ATP-induced calcium, Fluo-8 fluorescence | inhibition, % at 3 µM | 0.6% of 360,000 active;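 active = inhibition above a per-plate cutoff, the plate's mean sample inhibition plus 3 SD, cut at about 24% in these data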;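 also: 0% = DMSO plus EC80 ATP and 100% = DMSO alone without ATP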
V1aR counter: agonists of human V1a receptor, primary screen, counter-screen for OXTR agonist project, fluorescence, CHO-V1R cells; Fluo-8 calcium fluorescence, agonist mode; 0% DMSO, 100% 3 nM vasopressin; 0.25% of 320,000 active; activation, % at 3 µM;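 active = activation above the mean activation of all tested compounds plus 3 SD, per screening run, cut at about 20% in these data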;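 also: signal is peak over basal fluorescence ratio across a 100 second FLIPR read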
TAAR1 antag: human TAAR1 antagonists, primary screen, Fluo-8 calcium fluorescence, CHO RD-HGA16 cells; antagonist; inhibition, % at 3 µM; 1.5% of 360,000 active;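 active = inhibition above a per-plate cutoff, the mean inhibition of test compounds on that plate plus 3 SD, cut at about 49% in these data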;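 also: 0% = DMSO plus EC80 beta-PEA response and 100% = DMSO alone without agonist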
Target sequence (Q96RJ0 whole entry, looked up): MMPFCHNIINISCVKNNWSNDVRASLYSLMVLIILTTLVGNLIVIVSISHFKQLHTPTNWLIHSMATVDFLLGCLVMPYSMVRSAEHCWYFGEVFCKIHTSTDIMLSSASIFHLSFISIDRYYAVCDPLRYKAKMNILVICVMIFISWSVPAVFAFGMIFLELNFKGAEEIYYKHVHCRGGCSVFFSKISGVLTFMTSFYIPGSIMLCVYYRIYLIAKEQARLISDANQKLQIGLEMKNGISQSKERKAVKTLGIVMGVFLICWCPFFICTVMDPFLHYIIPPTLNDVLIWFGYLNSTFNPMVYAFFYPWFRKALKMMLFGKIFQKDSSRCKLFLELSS
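test system = CHO RD-HGA16 cells bearing hTAAR1 | replication = singlicate | controls = DMSO-only wells and EC80 β-PEA-stimulated wells | reagent = EC80 β-phenethylamine stimulus | read-out basis = percent inhibition of PEA-evoked calcium signal, max/basal emission ratio | schedule = seeding 17-24 h prior, 75-min 37 °C, 30-min RT dye loading | signal = kinetic Fluo-8 calcium fluorescence measurement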
OXTR ag: human OXTR agonists, primary screen, fluorescence, CHO-OTR cells, Fluo-8 calcium; Oxytocin receptor (Homo sapiens), P30559; Fluo-8 calcium fluorescence; normalized: DMSO 0%, oxytocin 100%; activation, % at 3 µM; 0.32% of 320,000 active; AID 2435, 2010;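 active = activation above the mean of all tested compounds plus 3 SD, cutoff set per screening run, cut at about 20% in these data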;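 also: peak over basal fluorescence ratio from a 100 s FLIPR kinetic read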
Target sequence (P30559 whole entry, looked up): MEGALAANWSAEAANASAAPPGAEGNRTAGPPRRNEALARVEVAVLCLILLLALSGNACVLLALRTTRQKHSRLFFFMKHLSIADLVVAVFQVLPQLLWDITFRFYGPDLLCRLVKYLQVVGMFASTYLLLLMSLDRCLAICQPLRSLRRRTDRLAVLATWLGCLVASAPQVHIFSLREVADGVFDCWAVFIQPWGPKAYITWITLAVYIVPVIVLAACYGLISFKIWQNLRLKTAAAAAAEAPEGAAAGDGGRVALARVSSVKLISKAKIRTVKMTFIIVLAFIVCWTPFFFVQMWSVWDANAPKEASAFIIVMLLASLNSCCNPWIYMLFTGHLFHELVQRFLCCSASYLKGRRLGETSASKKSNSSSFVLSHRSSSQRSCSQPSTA
GPR7 antagonist: GPR7 receptor antagonists, primary screen, cell-based, fluorescence, single concentration; Neuropeptides B/W receptor type 1 (Homo sapiens), P48145; GPR7-expressing cells, fluorescence antagonist assay; inhibition, % at 4.4 µM; 1.1% of 290,000 active; AID 1861, 2009; in the data active = inhibition above about 16%, passing the limit was not always enough;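 also: cells stimulated with the agonist NPW; 0% = agonist with vehicle and 100% = vehicle without agonist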
Target sequence (P48145 whole entry, looked up): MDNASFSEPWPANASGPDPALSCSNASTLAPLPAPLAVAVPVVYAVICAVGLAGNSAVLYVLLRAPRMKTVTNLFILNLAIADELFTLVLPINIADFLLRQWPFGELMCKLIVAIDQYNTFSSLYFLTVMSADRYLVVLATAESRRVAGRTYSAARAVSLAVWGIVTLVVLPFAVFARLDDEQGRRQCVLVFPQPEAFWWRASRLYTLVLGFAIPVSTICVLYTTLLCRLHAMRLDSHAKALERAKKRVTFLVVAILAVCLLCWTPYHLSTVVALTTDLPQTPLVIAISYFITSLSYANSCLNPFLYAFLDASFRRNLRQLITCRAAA
OXTR potentiator: human OXTR potentiators, primary screen, fluorescence, CHO-OTR cells, Fluo-8 calcium; Oxytocin receptor (Homo sapiens), P30559; Fluo-8 calcium fluorescence, potentiator mode; 0% = oxytocin EC15, 100% = EC100; activation, % at 3 µM; 0.061% of 320,000 active;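 active = activation above that plate's cutoff, the mean activation of tested compounds plus 3 SD, cut at about 6.6% in these data, passing the limit was not always enough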;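 also: 100% uses oxytocin at 75 nM as the full agonist control; some results filed as inactive read as strong as hits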
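Material: human OTR in CHO cells. Compound: 3.0 µM, one dose. Timing: compound 6 min at room temperature before oxytocin, 100 s read. Evaluation: % activation of max/min ratio relative to oxytocin controls. Replication: single well per compound, singlicate. Signal: Fluo-8 calcium dye fluorescence.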
Numbers without * were called inactive.

For CCN(C(=O)CSc1nc2ccc(OC)cc2[nH]1)c1c(N)n(Cc2ccccc2)c(=O)[nH]c1=O the results were CHO-K1 Ca ag 0.2, M1 PAM parental -2, CHO parental Ca -8, CHO-K1 Ca antag -9, V1aR counter -1.2, TAAR1 antag -8, OXTR ag -0.3 and OXTR potentiator 4.
`Cc1c(C(=O)Nc2ccc(F)cc2)oc2ccc(S(=O)(=O)N3CCC4(CC3)OCCO4)cc12` gave CHO-K1 Ca ag 7.5, M1 PAM parental 5, CHO parental Ca 12, CHO-K1 Ca antag -3, V1aR counter 8.8, TAAR1 antag 62*, OXTR ag 13, GPR7 antagonist -11 and OXTR potentiator -8.
`CCOc1ccccc1C(=O)N(C)Cc1cc2cc(OC)ccc2[nH]c1=O` gave CHO-K1 Ca ag 2.1, M1 PAM parental 8, CHO parental Ca -1, CHO-K1 Ca antag 0, V1aR counter -0.4, TAAR1 antag -4, OXTR ag -0.4, GPR7 antagonist -5 and OXTR potentiator -16.
For CCN(CC)C(=O)c1c(C)[nH]c(=S)c(C#N)c1-c1ccco1 the results were CHO-K1 Ca ag 6.3, M1 PAM parental 6, CHO parental Ca -11, CHO-K1 Ca antag 2, V1aR counter -0.7, TAAR1 antag 3, OXTR ag -0.2, GPR7 antagonist 9 and OXTR potentiator -5.
Screening CC1CCCC(NC(=O)CN2CCN(S(=O)(=O)c3ccc(Br)s3)CC2)C1C (stereo not drawn) returned CHO-K1 Ca ag 2.7, M1 PAM parental 8, CHO-K1 Ca antag 3 and TAAR1 antag -19.
`COc1ccccc1C(=O)N1CCN(C(=O)c2oc3ccc(C)cc3c2C)CC1` gave CHO-K1 Ca ag 2.7, M1 PAM parental 8, CHO parental Ca -9, CHO-K1 Ca antag -14, V1aR counter -0.1, TAAR1 antag -17, OXTR ag -1.3, GPR7 antagonist -6 and OXTR potentiator 4.
`CCOc1ccc(-n2c(SCC(=O)Nc3ccc(OC)cc3OC)nc3c(c2=O)SCC3)cc1` gave CHO-K1 Ca ag -0.7, M1 PAM parental 12, CHO parental Ca -12, CHO-K1 Ca antag -10, V1aR counter -0.8, TAAR1 antag -17, OXTR ag -1.2, GPR7 antagonist -9 and OXTR potentiator 4.
Screening O=C(O)CCN=Cc1c(O)c2ccccc2oc1=O returned CHO-K1 Ca ag 0.0, M1 PAM parental 18, CHO parental Ca -19, CHO-K1 Ca antag 18, V1aR counter 0.1, TAAR1 antag 4, OXTR ag 1.1, GPR7 antagonist -15 and OXTR potentiator 2.
`Cc1ccc(S(=O)(=O)N/N=C\c2cc3c(cc2[N+](=O)[O-])OCO3)cc1` gave CHO-K1 Ca ag 0.6, M1 PAM parental 7, CHO parental Ca 0, CHO-K1 Ca antag -14, V1aR counter 0.9, TAAR1 antag -27, OXTR ag 1.1, GPR7 antagonist 19 and OXTR potentiator -8.
CC1CCN(C(=O)CSc2nc3c(c(=O)n(C)c(=O)n3C)n2C)CC1 was read as CHO-K1 Ca ag 0.9, M1 PAM parental -7, CHO parental Ca -4, CHO-K1 Ca antag -12, V1aR counter 0.5, TAAR1 antag -3, OXTR ag -0.1, GPR7 antagonist 3 and OXTR potentiator -6.
For CC(C)OC(=O)N(C)C[C@H]1OCc2cnnn2CCCC(=O)N([C@H](C)CO)C[C@H]1C the results were CHO-K1 Ca ag -0.2, M1 PAM parental -5, CHO-K1 Ca antag -5 and TAAR1 antag 5.
Screening Cc1ccc(S(=O)(=O)Nc2ccccc2)cc1[N+](=O)[O-] returned CHO-K1 Ca ag 1.4, M1 PAM parental 22, CHO-K1 Ca antag -4 and TAAR1 antag 4.
`COc1ccc(OC)c(Nc2cc(C)nc3nc(C)nn23)c1` gave CHO-K1 Ca ag -0.1, M1 PAM parental 31, CHO parental Ca -6, CHO-K1 Ca antag -20, V1aR counter -0.3, TAAR1 antag 4, OXTR ag -1.2, GPR7 antagonist 0 and OXTR potentiator 1.
CSCCC(NC(=O)c1ccccc1Br)C(=O)NNC(=O)C1COc2ccccc2O1 (stereo not drawn) was read as CHO-K1 Ca ag 0.3, M1 PAM parental 10, CHO-K1 Ca antag -17 and TAAR1 antag 1.
For CCOC(=O)C1C2C=CC3(CN(C4CCCC4)C(=O)C13)O2 (stereo not drawn) the results were CHO-K1 Ca ag 0.2, M1 PAM parental 11, CHO parental Ca -1, CHO-K1 Ca antag -9, V1aR counter 0.8, TAAR1 antag -18, OXTR ag 0.5, GPR7 antagonist -3 and OXTR potentiator -5.

By substructure, the entries above with an aryl methoxy group (5)
For CCN(C(=O)CSc1nc2ccc(OC)cc2[nH]1)c1c(N)n(Cc2ccccc2)c(=O)[nH]c1=O the results were CHO-K1 Ca ag 0.2, M1 PAM parental -2, CHO parental Ca -8, CHO-K1 Ca antag -9, V1aR counter -1.2, TAAR1 antag -8, OXTR ag -0.3 and OXTR potentiator 4.
`CCOc1ccccc1C(=O)N(C)Cc1cc2cc(OC)ccc2[nH]c1=O` gave CHO-K1 Ca ag 2.1, M1 PAM parental 8, CHO parental Ca -1, CHO-K1 Ca antag 0, V1aR counter -0.4, TAAR1 antag -4, OXTR ag -0.4, GPR7 antagonist -5 and OXTR potentiator -16.
`COc1ccccc1C(=O)N1CCN(C(=O)c2oc3ccc(C)cc3c2C)CC1` gave CHO-K1 Ca ag 2.7, M1 PAM parental 8, CHO parental Ca -9, CHO-K1 Ca antag -14, V1aR counter -0.1, TAAR1 antag -17, OXTR ag -1.3, GPR7 antagonist -6 and OXTR potentiator 4.
`CCOc1ccc(-n2c(SCC(=O)Nc3ccc(OC)cc3OC)nc3c(c2=O)SCC3)cc1` gave CHO-K1 Ca ag -0.7, M1 PAM parental 12, CHO parental Ca -12, CHO-K1 Ca antag -10, V1aR counter -0.8, TAAR1 antag -17, OXTR ag -1.2, GPR7 antagonist -9 and OXTR potentiator 4.
`COc1ccc(OC)c(Nc2cc(C)nc3nc(C)nn23)c1` gave CHO-K1 Ca ag -0.1, M1 PAM parental 31, CHO parental Ca -6, CHO-K1 Ca antag -20, V1aR counter -0.3, TAAR1 antag 4, OXTR ag -1.2, GPR7 antagonist 0 and OXTR potentiator 1.

(cont.)
O=C(NC1CCCCCC1)C1Cc2ccccc2CN1C(=O)c1ccco1 (stereo not drawn) was read as CHO-K1 Ca ag 0.1, M1 PAM parental 16, CHO parental Ca -14, CHO-K1 Ca antag -3, V1aR counter -1.2, TAAR1 antag 10, OXTR ag -1.6, GPR7 antagonist -9 and OXTR potentiator -9.
Cc1cc(NC(=O)C(Cl)c2ccccc2)no1 (stereo not drawn) was read as CHO-K1 Ca ag 0.2, M1 PAM parental 10, CHO parental Ca -1, CHO-K1 Ca antag -8, V1aR counter 0.4, TAAR1 antag -1, OXTR ag 0.0, GPR7 antagonist -7 and OXTR potentiator 3.
`Cc1c(NC(=O)c2cccnc2C(=O)O)cccc1C(=O)O` gave CHO-K1 Ca ag 0.1, M1 PAM parental 26, CHO parental Ca -8, CHO-K1 Ca antag -16, V1aR counter 0.4, TAAR1 antag -4, OXTR ag -0.9, GPR7 antagonist -9 and OXTR potentiator -7.
CCNC(=O)C(C)Oc1ccc(Cl)cc1Cl (stereo not drawn) was read as CHO-K1 Ca ag 1.9, M1 PAM parental 2, CHO parental Ca -8, CHO-K1 Ca antag -8, V1aR counter -0.4, TAAR1 antag 1, OXTR ag -1.6, GPR7 antagonist -8 and OXTR potentiator -2.
CCOc1ccc(CSC2=NCCN2)cc1Cl was read as CHO-K1 Ca ag 0.3, M1 PAM parental -1, CHO parental Ca -8, CHO-K1 Ca antag -2, V1aR counter 0.9, TAAR1 antag 0, OXTR ag 1.1, GPR7 antagonist 2 and OXTR potentiator -7.
Screening CCOC(=O)C(=CNc1cc(C)ccc1[N+](=O)[O-])C(=O)OCC returned CHO-K1 Ca ag 1.3, M1 PAM parental 18, CHO parental Ca -11, CHO-K1 Ca antag -2, V1aR counter -0.7, TAAR1 antag -98, OXTR ag -1.8, GPR7 antagonist -9 and OXTR potentiator -3.
`CC1=NN(c2ccccc2)C(=O)/C1=C/c1cc2cc(C)ccc2nc1N1CCCCC1` gave CHO parental Ca -15, V1aR counter -1.2, OXTR ag -2.1, GPR7 antagonist -13 and OXTR potentiator 1.
Screening Cc1ccccc1N(C(=O)c1ccco1)C(C(=O)NC1CCCC1)c1cccnc1 (stereo not drawn) returned CHO-K1 Ca ag 0.5, M1 PAM parental 24, CHO parental Ca -11, CHO-K1 Ca antag -15, V1aR counter 0.7, TAAR1 antag -7, OXTR ag -1.3, GPR7 antagonist 0 and OXTR potentiator -9.
Screening CN(Cc1ccccc1)C(=O)c1nc[nH]c1C(=O)N1CCc2ccccc2C1 returned CHO-K1 Ca ag 0.0, M1 PAM parental 11, CHO parental Ca -21, CHO-K1 Ca antag 2, V1aR counter -0.1, TAAR1 antag 11, OXTR ag -0.5 and OXTR potentiator -3.
`COc1ccc(NC(=S)N2CCN(C(c3ccccc3)c3ccccc3)CC2)cc1OC` gave CHO-K1 Ca ag 0.1, M1 PAM parental 2, CHO parental Ca -27, CHO-K1 Ca antag 5, V1aR counter 0.6, TAAR1 antag -28, OXTR ag -1.6, GPR7 antagonist -3 and OXTR potentiator -3.
CC1(C(=O)O)CCN1C(=O)c1cccnc1Oc1ccccc1 (stereo not drawn) was read as CHO-K1 Ca ag 1.8, M1 PAM parental 13, CHO-K1 Ca antag -5 and TAAR1 antag 9.
For OCCC1CN(Cc2ccccc2-c2ccco2)CCN1Cc1ccccc1 (stereo not drawn) the results were CHO-K1 Ca ag 0.1, M1 PAM parental 14, CHO parental Ca -19, CHO-K1 Ca antag -16, V1aR counter 0.7, TAAR1 antag -39, OXTR ag -0.2, GPR7 antagonist -11 and OXTR potentiator -3.
COC(=O)C1=C(C(=O)OC)[C@@H]2N(C)c3ccc(OC)cc3[C@@]23C[C@@H](C(=O)OC)N(C(=O)NC2CCCCC2)C3=N1 was read as CHO-K1 Ca ag -0.1, M1 PAM parental 8, CHO parental Ca -14, CHO-K1 Ca antag -11, V1aR counter -0.8, TAAR1 antag -1, OXTR ag -1.0 and OXTR potentiator -6.
`CC(=O)Nc1nnc(SCC(=O)N2CCCc3ccccc32)s1` gave CHO-K1 Ca ag -0.3, M1 PAM parental 14, CHO parental Ca -9, CHO-K1 Ca antag -7, V1aR counter 0.1, TAAR1 antag -11, OXTR ag -0.6, GPR7 antagonist -7 and OXTR potentiator -2.
